SKKanGAS inh: inhibitors of SKKanGAS S. pyogenes growth in kanamycin (SK-promoter or general growth effect); AID 1662; 300,000 compounds, 1.3% hits; inhibition, % at 7.5 µM; BacTiter-Glo, 6 h;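 active = mean replicate score, as percent of positive control median, at least 50; inconclusive = mean below 50 but one replicate at or above 50; inactive = mean and every replicate below 50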;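 also: strain carries kanamycin resistance gene driven by streptokinase promoter and grows in 40 µg/ml kanamycin; loss of luminescence reflects streptokinase promoter inhibition or plain growth inhibition; 0% = median of DMSO wells and 100% = positive control at its reference dose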
aSyn 5UTR inh: MLPCN primary screen, SNCA 5' untranslated region; alpha-synuclein 5'UTR reporter, inhibitor activity; inhibition, % (tested at 7.5 µM); 300,000 compounds, 0.82% hits; in the data active = inhibition above about 60%; inconclusive = no clear call, values can overlap the other calls;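 also: H4 neuroglioblastoma cells stably carrying SNCA 5'UTR luciferase fusion; 0% = DMSO wells and 100% = positive control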
HIF activator: HIF pathway transcriptional activation; U2OS HRE-luciferase reporter, luminescence; normalized: DMSO 0%, desferrioxamine 100%; activation, % at 7.5 µM (by protocol); 300,000 compounds, 0.32% hits; AID 1910;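 active = mean activation of at least 10% of the iron chelator positive control signal, with at least half of replicates also reaching 10%; inconclusive = mean and replicate majority disagree about reaching 10%; inactive = mean and most replicates under 10%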
HSF1 activator: increases HSF-1 driven luciferase reporter signal; activation, % at 9 µM; 300,000 compounds, 1.7% hits; NIH3T3-HGL HSF-1 luciferase reporter, MG132, 8 h; 100% = twice DMSO control signal;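 active = mean replicate activation of at least 50% with a set share of replicates each reaching 50%; inconclusive = only one of those two conditions met; inactive = mean below 50% and too few replicates reaching it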;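 also: 0% = median of the neutral control wells and 100% = twice that signal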
HSP90 refold inh: inhibitors of HSP90 luciferase refolding in rabbit reticulocyte lysate | luciferase refolding luminescence, 3 h | inhibition, % at 5.6 µM | 290,000 compounds, 0.91% hits | AID 1789;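 active = inhibition above the screen-wide mean plus 3 SD, computed separately per campaign, cut at about 16% in these data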;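 also: 0% = DMSO wells and 100% = 60 µM geldanamycin wells; inhibitors lower the luminescence because luciferase stays unfolded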
AI-2 QS modul: modulators of Vibrio harveyi AI-2 quorum sensing system. Vibrio harveyi JMH597 AI-2 luminescence/OD600 ratio, 9 h; active compounds read low; strain lacks LuxN and CqsS sensors; 0 = neutral-control median. 300,000 compounds, 0.4% hits. AID 2094. activity change, % at 7.5 µM; in the data active = activity change below about -75%, passing the limit was not always enough; inconclusive = no clear call, values can overlap the other calls;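 also: luminescence divided by OD600 gain over 9 h not by final OD600 alone; inactives centre near 13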
HSF1 inhib: HSF1 inhibition. NIH3T3-HGL HSE-luciferase, MG132-induced, luminescence 8 h; active compounds read low. activity change, negative = inhibition, % at 7.5 µM (by protocol). 300,000 compounds, 0.77% hits. AID 2098;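 active = more than half of replicate wells show activity change below -50%, luminescence cut by over half; inconclusive = some wells, but at most half, below -50%; inactive = no replicate well below -50%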;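 also: luciferase reports HSF-1 transcriptional activity via heat shock element; 0% = median of DMSO wells and -100% = zero luminescence signal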
Platelet DG rel: platelet dense granule release activity | human platelet-rich plasma, SFLLRN dense granule ATP release, luminescence | inhibition, %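 (compounds screened at 7.5 µM in platelet-rich plasma)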 | 300,000 compounds, 0.22% hits;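 active = mean replicate score, as percent of positive control, at or above 50; inconclusive = mean below 50 but at least one replicate at or above 50; inactive = mean and every replicate below 50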
IEC-6 tox: IEC-6 cytotoxicity, counter-screen for KLF5 inhibitors; 290,000 compounds, 0.78% hits; inhibition, % at 5 µM; luminescence viability; in the data active = inhibition above about 22%;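 also: 0% = plate median of test compound wells and 100% = cytotoxic reference compound wells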
KLF5 inh: kruppel-like factor 5 inhibition. 290,000 compounds, 0.23% hits. DLD-1 KLF5 promoter-luciferase reporter, luminescence. inhibition, % at 5 µM;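 active = inhibition above a per-plate limit of that plate's mean compound inhibition plus 3 SD, cut at about 60% in these data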;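 also: 0% = DMSO wells and 100% = LY294002 at 200 µM; higher means less KLF5 promoter-driven luciferase light; inactives centre near -14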
Active calls of the source: *; ? = inconclusive; . = not tested or not shown. Outcome played no part in choosing rows; overall some 6% were active at least once.

SMILES | SKKanGAS inh | aSyn 5UTR inh | HIF activator | HSF1 activator | HSP90 refold inh | AI-2 QS modul | HSF1 inhib | Platelet DG rel | IEC-6 tox | KLF5 inh
CCOC(=O)c1ccc2[nH]c(C)c(C)c2c1 | -15 | -86 | -4.3 | 18 | -1 | 27 | -1 | -11 | 5 | -46
Cn1nc(-c2ccccc2)c(CN2CCN(c3ncccn3)CC2)c1Cl | 1 | 18 | -0.7 | 13 | 2 | 6 | 6 | 19 | 7 | 3
COc1cccc2cc(C(=O)NCc3ccccc3Br)c(=O)oc12 | 7 | -60 | -0.1 | 11 | -5 | 14 | 2 | 21 | -4 | -19
Fc1ccc(NC(=S)Nc2cccc3ccccc23)cc1F | 8 | -42 | 3.6 | 5 | 8 | 2 | 8 | 46 | 14 | -38
O=S(=O)(Nc1ccccc1)c1ccc(-c2cnc(C3CC3)o2)cc1 | 4 | 0 | 0.5 | -9 | 4 | 11 | -7 | 3 | 42* | 39
CC(=O)c1ccc(NC(=O)COC(=O)CCN2C(=O)c3cccc([N+](=O)[O-])c3C2=O)cc1 | 0 | -25 | -0.1 | -17 | 1 | 3 | -1 | 2 | 11 | -7
COc1ccc2nc(NC(=O)/C=C/c3ccc4c(c3)OCO4)sc2c1 | -2 | 29 | 3.6 | -11 | 1 | -5 | -3 | 6 | 2 | -11
COc1ccc(NC(=O)N2CCCC2C(=O)NCc2ccc(C)cc2)cc1 (stereo not given) | 3 | -8 | 1.0 | 6 | 1 | -2 | 5 | -9 | -2 | 14
CCCc1nc2nc(C)c(NS(=O)(=O)c3ccc(C(C)(C)C)cc3)c(=O)n2[nH]1 | 6 | -3 | -1.9 | 21 | -2 | . | -6 | 14 | 7 | 1
C#C[C@]1(OC(C)=O)CCC2C3CCC4=CC(=O)CC[C@@H]4C3CC[C@@]21C (stereo not given in full) | -1 | 14 | -0.1 | -17 | -1 | 8 | -12 | -3 | -3 | -34
Cc1ccc(OCCC(=O)OCC(=O)NC(=O)c2ccccc2)cc1 | -3 | 2 | -0.5 | -18 | . | 11 | 0 | -28 | . | .
COc1ccc(-c2csc3ncnc(N4CCN(S(=O)(=O)c5ccc(C)c(C)c5)CC4)c23)cc1 | 39 | 24 | -1.6 | -7 | . | 23 | 0 | -2 | . | .
CCN(Cc1ccccc1)S(=O)(=O)c1cc2c3c(c1)CCN3C(=O)CC2 | 9 | -8 | 1.2 | 24 | . | 28 | 9 | -3 | . | .
Cc1ccc(NS(=O)(=O)c2c(C)nc3sccn3c2=O)cc1 | -2 | -1 | 0.7 | -1 | 1 | 55 | 4 | 17 | 5 | -29
O=C(NCC(c1ccco1)N1CCc2ccccc21)c1cccc(F)c1 (stereo not given) | 10 | 22 | -4.8 | 33 | . | 14 | 21 | -1 | . | .
COc1ccccc1C(=O)N/N=C1/NC(=O)CC(C(=O)Nc2ccccc2)S1 (stereo not given) | -1 | -19 | -0.2 | 4 | -2 | 24 | -4 | -16 | -8 | -6
Cc1nn(CC(=O)Nc2ccc(F)cc2)c(=O)c2ccccc12 | 3 | 12 | -0.1 | -1 | 32* | -95* | -9 | 2 | 0 | -12
COc1cc2c(cc1OC)CN(C(=O)C1CCN(S(=O)(=O)c3ccccc3F)CC1)CC2 | 1 | -10 | -0.6 | 20 | -4 | 20 | -5 | 0 | -2 | -2
Cc1ccc(C(=O)NC(=S)Nc2cccc3nsnc23)cc1 | -1 | -100 | 3.2 | 13 | 0 | 18 | 10 | 3 | -6 | -5
CC(=O)NS(=O)(=O)c1ccc(N=NN2CCCCC2)cc1 | 1 | -8 | -0.2 | 2 | -1 | 19 | -5 | 15 | 0 | 2
O=C(NCc1ccccn1)c1ccc2nc(-c3ccco3)c(-c3ccco3)nc2c1 | -2 | 0 | -0.3 | -44 | 3 | 74 | -31 | -1 | -15 | -29
CS(=O)(=O)c1ccc(Cl)c(NC(=O)c2cc(S(=O)(=O)N3CCOCC3)ccc2N2CCCC2)c1 | 25 | -7 | -0.2 | -6 | . | 36 | 1 | 27 | . | .
Cc1ccc(CNC(=O)C2CCN(C(=O)Nc3ccc(C)cc3)CC2)cc1 | 1 | 8 | 1.6 | -4 | -2 | -9 | -8 | 4 | -3 | -13
Fc1ccccc1C1c2cccn2CCN1C(=S)Nc1ccc(Br)cc1 (stereo not given) | 6 | -9 | 0.0 | 17 | 2 | 0 | 3 | -1 | 3 | -5
COc1cc(C(=O)OCCn2c(=O)c3c(ncn3CCN(C)C)n(C)c2=O)cc(OC)c1OC | 3 | -1 | -0.1 | 2 | 0 | 13 | 0 | 11 | 7 | -34
CCCCCCN(C(=O)CCCCCN1C(=O)NC(c2ccc([N+](=O)[O-])cc2)C(C(=O)OCc2ccccc2)=C1C)C(C(=O)NCCCC)c1ccc(OCC(=O)OC)c(C(=O)OC)c1 (stereo not given) | 18 | 17 | 0.9 | 23 | . | -1 | 20 | 0 | . | .
CCN(CC)C(=O)c1cc(Cl)ccc1NC(=O)c1ccco1 | 6 | -19 | 0.1 | -10 | 7 | 10 | 2 | 0 | 7 | -4
O=C(NNC(=O)C1[C@H]2CCCC[C@@H]12)c1ccc(=O)oc1 (stereo not given in full) | 1 | -40 | 0.4 | -5 | 1 | 27 | -3 | -10 | -2 | -46
O=C(Nc1ccc([N+](=O)[O-])cn1)c1cc(-c2cccc(Br)c2)nc2ccccc12 | 5 | -38 | -21 | 10 | 5 | 1 | -1 | -3 | -3 | -16
CN(C)c1ccc(/C=C/c2cc[n+](C)cc2)cc1 | -13 | -30 | -0.3 | 5 | 2 | 46 | -5 | 2 | 6 | -71
COc1ccc(N(CC(=O)Nc2cc(C)cc(C)c2)S(=O)(=O)c2ccccc2[N+](=O)[O-])c(OC)c1 | 9 | -3 | -0.7 | 3 | 2 | 16 | 3 | 1 | -7 | 10
O=C(CSc1nnc(-c2cccs2)n1-c1ccccc1)NCc1ccc2c(c1)OCO2 | -1 | 8 | -0.1 | -4 | 0 | 26 | -2 | -2 | -7 | 25
Cc1cnc(CNC(=O)C2CCC(=O)N(Cc3ccc(Cl)cc3)C2)[nH]1 (stereo not given) | -3 | -8 | 0.0 | 9 | -1 | 14 | -3 | -6 | -4 | -19
NNC(=O)Cc1cn(-c2ncc(C(F)(F)F)cc2Cl)c2ccccc12 | 4 | 31 | 0.2 | 11 | 3 | 33 | 1 | 10 | -2 | 6
O=C(C1CCN(S(=O)(=O)N2CCOCC2)CC1)N1CCc2ccccc21 | -16 | 8 | -0.1 | 0 | 4 | 19 | -1 | -21 | -1 | 8
CN(Cc1cc2ccccc2[nH]c1=O)C(=O)C1CCCCC1 | -2 | -9 | 0.5 | -5 | 0 | 35 | 2 | -2 | 8 | -13
CN(C)S(=O)(=O)c1cccc(NS(=O)(=O)c2ccc(Cl)s2)c1 | 0 | 30 | -0.3 | -5 | -1 | 6 | -5 | -13 | -4 | -3
Nc1cccc(-c2nc3ccccc3[nH]2)c1 | 5 | -170 | 2.9 | 16 | 5 | 18 | 4 | 1 | 8 | -69
O=C(CN1C(=O)c2ccccc2C1=O)Nc1cccc(Cl)c1 | -1 | -18 | 0.2 | -6 | -2 | -93* | -3 | -3 | 5 | -14
CC1CCN(c2nc3ccccc3nc2C(C#N)C(=O)OC2CCCCC2)CC1 (stereo not given) | 15 | 6 | -0.1 | -12 | -3 | 10 | 12 | 1 | -3 | -9
O=C(CCn1nnc2ccccc21)Nc1nnc(COc2ccccc2F)s1 | -12 | 18 | 0.1 | 18 | 2 | 12 | 6 | -1 | 3 | -16
O=C(OCC(=O)N1CCN(c2ccccc2)CC1)c1cccc(Cl)c1 | ? | 7 | -0.8 | 10 | 0 | 16 | -4 | -1 | -4 | -15
COc1ccc(/C=N/NC(=O)c2c(C)n(C)c3ccc(OC)cc23)c(OC)c1 | 26 | 8 | 0.0 | 5 | 4 | 27 | 5 | 3 | 0 | -12
Cc1cc(S(=O)(=O)Nc2ccc(N3CCOCC3)cc2)ccc1Br | 6 | -22 | -1.6 | 2 | -3 | 43 | -3 | -4 | -2 | -22
O=c1oc2ccccc2n1Cn1c(=O)oc2ccccc21 | -2 | 14 | 0.2 | 1 | 0 | 18 | 5 | -1 | -2 | 14

Reprinted from the part before: 2 entries; new compounds follow.
SMILES | SKKanGAS inh | aSyn 5UTR inh | HIF activator | HSF1 activator | HSP90 refold inh | AI-2 QS modul | HSF1 inhib | Platelet DG rel | IEC-6 tox | KLF5 inh
Cc1cc(S(=O)(=O)Nc2ccc(N3CCOCC3)cc2)ccc1Br | 6 | -22 | -1.6 | 2 | -3 | 43 | -3 | -4 | -2 | -22
O=c1oc2ccccc2n1Cn1c(=O)oc2ccccc21 | -2 | 14 | 0.2 | 1 | 0 | 18 | 5 | -1 | -2 | 14
Cc1ccc(Cn2c(SCC(=O)NCC3CCCO3)nc3ccsc3c2=O)cc1 (stereo not given) | -2 | 23 | -0.6 | 4 | -2 | 23 | -4 | -3 | 2 | 5
O=C(Nc1ccc(C(=O)c2ccccc2)cc1)c1ccccc1 | -2 | -189 | 2.6 | 49 | 0 | -21 | 22 | 19 | -3 | -160
O=C(CSc1ncnc2c1nnn2-c1ccc(F)cc1)NCc1ccco1 | -3 | -3 | 0.1 | 15 | 0 | 10 | 11 | 2 | -1 | -6
c1ccc(Cn2nnc(-c3ccccc3)n2)cc1 | 9 | -62 | 2.3 | 48 | 0 | -61 | 9 | -5 | 3 | -5
Cc1nc2sccn2c1-c1csc(NCc2ccccc2)n1 | -4 | -10 | -0.4 | 7 | 1 | 39 | -1 | -4 | -3 | -39
O=C(CN(CC1CCCO1)C(=O)CNS(=O)(=O)c1ccc(F)cc1)NCCc1ccccc1 (stereo not given) | 23 | -3 | 0.1 | -1 | 1 | 10 | -10 | 9 | 1 | -25
O=C(NCc1cccnc1)Nc1cccc(Cl)c1 | 8 | -12 | -0.2 | 12 | -2 | -11 | 7 | -1 | 0 | -30
Cc1cccc(NC(=O)c2ccccc2NC(=O)c2ccccc2)n1 | -1 | -8 | 1.7 | 29 | 3 | -4 | 18 | 5 | 7 | -13
CCN(CC)C(=O)C1CCN(S(=O)(=O)c2ccc(C3CNC(=O)C3)cc2)CC1 (stereo not given) | 2 | 1 | -0.2 | 8 | -3 | -3 | -4 | -5 | 3 | 1
Cc1ccc2nc(SC(C)C(=O)N3CCOCC3)[nH]c2c1 (stereo not given) | -3 | -94 | 1.6 | 17 | -2 | 11 | 17 | 9 | 1 | -102
Cc1ccc(C)c(S(=O)(=O)N2CCN(C(=O)c3ccccc3Cc3ccccc3)CC2)c1 | 5 | 18 | -3.5 | -4 | . | 7 | -1 | 3 | . | .
COc1ccc2nc(C)[nH]c(=O)c2c1 | 2 | -7 | -0.2 | 19 | -4 | -2 | -3 | 4 | -1 | -22
CCOC(=O)C1Nc2c(cc(C(F)(F)F)cc2[N+](=O)[O-])C2c3ccccc3CC12 (stereo not given) | 37 | 4 | 0.8 | -2 | . | 9 | -1 | 4 | . | .

Source: PubChem (several laboratories)
